Compound activity: PubChem, several laboratories
CHRM1 PAM = potentiates human M1 receptor response to acetylcholine | P11229 | CHO-K1 hM1, Fluo-8 calcium fluorescence, ACh EC20; 0% = ACh EC20, 100% = maximal ACh | activation, % at 3 µM | actives 0.088% (n = 360,000) | AID 588819; in the data active = activation above about 19%, passing the limit was not always enough
CHRM4 agonist = CHRM4 agonism in calcium assay | P08173 | CHO-K1 hM4/Gqi5, Fluo-8 calcium fluorescence; vehicle 0%, full acetylcholine response 100% | activation, % at 3 µM | actives 0.14% (n = 360,000);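 active = activation above the run mean over all test wells plus 3 SD, cut at about 32% in these data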;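 note: peak over basal fluorescence ratio per well then scaled between controls; 0% = DMSO wells and 100% = acetylcholine at EC100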
Target sequence (P08173 whole entry, looked up): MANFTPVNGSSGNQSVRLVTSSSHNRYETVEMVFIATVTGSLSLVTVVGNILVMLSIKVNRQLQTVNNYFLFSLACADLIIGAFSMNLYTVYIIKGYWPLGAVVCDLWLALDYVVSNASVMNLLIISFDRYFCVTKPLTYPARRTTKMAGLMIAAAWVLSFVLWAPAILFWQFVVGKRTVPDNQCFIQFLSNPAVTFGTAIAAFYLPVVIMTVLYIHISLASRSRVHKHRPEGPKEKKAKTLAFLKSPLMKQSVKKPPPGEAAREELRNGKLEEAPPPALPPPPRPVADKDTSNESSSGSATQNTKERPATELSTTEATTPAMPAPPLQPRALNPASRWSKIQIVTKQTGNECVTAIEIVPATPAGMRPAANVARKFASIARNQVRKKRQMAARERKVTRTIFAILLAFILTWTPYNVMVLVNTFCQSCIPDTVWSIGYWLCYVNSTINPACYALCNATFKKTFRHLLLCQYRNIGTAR
M5 antag = CHRM5 antagonism in calcium assay; P08912; CHO-hM5 cells, Fluo-8 calcium fluorescence, ACh EC80; inhibition, % at 3 µM; actives 0.59% (n = 360,000); AID 624040;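 active = inhibition above a per-plate cutoff, the mean of that plate's test compounds plus 3 SD, cut at about 27% in these data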;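 note: 0% = acetylcholine EC80 with DMSO and 100% = DMSO without agonist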
Target sequence (P08912 whole entry, looked up): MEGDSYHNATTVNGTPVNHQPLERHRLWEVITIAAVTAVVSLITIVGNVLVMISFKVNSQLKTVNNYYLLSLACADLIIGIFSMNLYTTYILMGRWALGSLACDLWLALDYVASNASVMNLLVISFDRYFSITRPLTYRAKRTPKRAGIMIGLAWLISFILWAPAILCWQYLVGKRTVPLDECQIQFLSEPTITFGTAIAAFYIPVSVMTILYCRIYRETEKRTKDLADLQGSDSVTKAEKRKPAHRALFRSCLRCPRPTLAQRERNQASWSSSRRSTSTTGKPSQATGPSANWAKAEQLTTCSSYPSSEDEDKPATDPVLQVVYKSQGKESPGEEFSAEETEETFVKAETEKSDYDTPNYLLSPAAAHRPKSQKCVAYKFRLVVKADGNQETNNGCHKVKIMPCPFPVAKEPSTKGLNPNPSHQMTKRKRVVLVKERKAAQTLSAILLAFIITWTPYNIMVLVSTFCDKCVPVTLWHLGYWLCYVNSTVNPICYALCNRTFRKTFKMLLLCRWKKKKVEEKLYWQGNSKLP
CHRM5 PAM = CHRM5 positive allosteric modulation | P08912 | CHO-K1 hM5, Fluo-8 calcium, ACh EC20 PAM; 0% = ACh EC20, 100% = ACh EC100 | activation, % at 3 µM | actives 0.3% (n = 360,000);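 active = activation above the run cutoff, the mean activation of all test compounds plus 3 SD, cut at about 18% in these data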
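system = human M5 receptor in CHO-K1 cells | reagent = EC20 acetylcholine as agonist stimulus | compound dosing = single-point, 3 µM nominal | incubation = Fluo-8 loading 80 min at 37 °C plus 30 min room temperature | detection = Fluo-8 calcium dye fluorescence, kinetic read | benchmarks = low control EC20 acetylcholine (0%), high control EC100 acetylcholine (100%)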
CHRM5 agonist = CHRM5 agonism in calcium assay | P08912 | CHO-K1 hM5 cells, Fluo-8 calcium fluorescence; 0% DMSO wells, 100% maximal acetylcholine response | activation, % at 3 µM | actives 0.19% (n = 360,000) | AID 624037;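 active = activation above the run's mean over test compounds plus 3 SD, cut at about 23% in these data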;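 note: signal is peak over basal fluorescence ratio across the kinetic read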
M4 antag = antagonists of human muscarinic M4 receptor (CHRM4); P08173; CHO-hM4 cells, ACh EC80, Fluo-8 calcium fluorescence; inhibition, % at 3 µM; actives 0.73% (n = 360,000); AID 624125;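 active = inhibition above its plate's cutoff, the mean inhibition of sample wells plus 3 SD, cut at about 27% in these data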;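 note: 0% = acetylcholine EC80 with DMSO and 100% = DMSO without agonist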
CHRM4 PAM = potentiates acetylcholine response at human M4 receptor; P08173; CHO-K1 hM4/Gqi5, Fluo-8 calcium fluorescence, ACh EC20; 0% = ACh EC20, 100% = maximal ACh; activation, % at 3 µM; actives 0.4% (n = 360,000);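 active = activation above its plate's cutoff, the mean activation of sample wells plus 3 SD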; note: some results filed as inactive read as strong as hits
CRFR2-BP ag = CRF-BP/CRF-R2 complex agonism. HEK293 CRF-R2/CRF-BP, calcium dye fluorescence (FLIPR); percent of saturating CRF peptide response. activation, % at 13.2 µM. actives 0.46% (n = 350,000). AID 588473;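 active = activation of at least 50%, plus an integration ratio under a set limit after plate pattern correction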;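 note: plate controls were neutral control wells without compound for no effect and CRF at EC100 for full effect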
CRFR2-BP antag = blocks CRF-induced signaling of the CRF-BP/CRF-R2 complex. inhibition, % at 11.8 µM. HEK293 CRF-R2/CRF-BP, CRF-induced calcium fluorescence. actives 0.59% (n = 350,000);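 active = inhibition of the ligand-induced calcium signal above about 50% at the single tested concentration, limit read from the data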
* marks the source's active call; other numbers are inactive results; x = no result given.

SMILES	CHRM1 PAM	CHRM4 agonist	M5 antag	CHRM5 PAM	CHRM5 agonist	M4 antag	CHRM4 PAM	CRFR2-BP ag	CRFR2-BP antag
CC(Sc1nnnn1C)C(=O)Nc1ccc2c(c1)OCCO2 (configuration not stated)	-0.1	2.1	8.0	8.8	-3.4	-6.2	-4.0	0.1	3.9
O=C(c1cccc(OC2CCN(Cc3cc(F)cc(F)c3)CC2)c1)N1CCCC1	5.6	4.3	-11.1	5.3	-7.8	-13.0	6.1	-3.0	29.0
COc1cc2cc(CN(Cc3cccnc3)C(=O)NCc3ccccc3)c(=O)[nH]c2cc1OC	2.1	0.8	2.6	-3.6	0.8	14.5	2.0	-0.8	-3.2
O=C(c1cccs1)N1CCc2c([nH]c3ccccc23)C1c1ccccn1 (configuration not stated)	4.3	5.9	-2.4	1.2	-2.4	8.3	7.7	-1.7	-28.8
COc1ccc(CNc2cc(C)ccc2C)c(OC)c1OC	1.2	-1.7	7.6	-7.9	-4.2	-3.6	2.9	1.4	33.3
COC(=O)c1ccc2c(=O)n(CCN3CCOCC3)c(SCC(=O)C(C)(C)C)nc2c1	0.0	0.2	-1.0	-1.4	0.0	5.6	-0.6	0.5	2.2
COCCC1CCCCN1C(=O)c1ccc2nc(Cc3ccccc3F)oc2c1 (configuration not stated)	6.7	2.8	18.1	-5.4	-3.1	5.1	1.8	0.1	2.8
COc1ccc(/C=N/NC(=O)c2cccc(NC(=O)c3ccccc3Cl)c2)c(OC)c1	-0.7	10.3	3.3	-11.6	4.0	-1.9	-6.0	-0.3	21.3
Cc1c(C(=O)NCCCN2CCOCC2)oc2ccc(S(=O)(=O)N3CCOCC3)cc12	-2.8	8.2	-8.4	-0.9	2.5	-6.5	-3.0	-1.7	-15.1
Cc1ccc(-c2c[n+](CC(=O)Nc3ccc(C)cc3C)c3n2CCC3)cc1	-1.4	2.1	10.2	-5.8	-17.1	-8.7	-30.8	0.6	6.6
CC1(C)CC2CC(C)(CN2C(=O)COC(=O)c2cccnc2Cl)C1 (configuration not stated)	-0.1	2.2	13.3	-5.1	0.4	2.2	-0.2	-0.5	4.5
CC(NC(=O)COc1ccc(S(=O)(=O)N2CCCC2)cc1)c1ccccc1 (configuration not stated)	-6.9	1.3	7.0	-3.5	-2.2	1.6	-0.6	-0.5	-10.1
Cc1cccc2sc(N(CCN(C)C)C(=O)c3ccc4ccccc4c3)nc12	14.6	1.6	5.3	3.5	-5.9	2.8	5.8	-0.6	-6.6
Cc1cccc(NC(=S)N/N=C/c2ccc(Cl)c([N+](=O)[O-])c2)c1	4.3	1.4	-8.1	-1.6	-3.3	-13.7	14.7	4.0	2.1
COc1ccc(N2CCN(C(=O)COC(=O)/C=C/c3ccc(C(F)(F)F)cc3)CC2)cc1	4.3	1.0	-11.6	7.9	-0.7	-2.2	-0.2	-1.1	-12.2
CCOC(=O)Cc1csc(NC(=O)COc2ccc(OC)cc2)n1	8.9	2.6	-4.1	2.5	1.2	-8.8	0.7	-0.6	7.0
O=C(Nn1cnc2ccccc2c1=O)c1ccccc1F	4.4	0.7	9.3	0.5	1.3	3.9	-0.1	0.8	10.0
COc1cccc(C(=O)NCC(c2cccs2)N2CCc3ccccc32)c1 (configuration not stated)	20.2	0.4	6.4	-8.7	-5.3	-16.6	7.1	2.2	13.0
Cn1c(N)c(C(=O)COC(=O)COc2cc(Cl)c(Cl)cc2Cl)c(=O)n(C)c1=O	0.2	0.9	15.4	15.5	0.4	-4.3	2.2	1.0	26.3
COc1ccccc1Cn1c(=S)[nH]c2cc(C(=O)NCC(OC)OC)ccc2c1=O	-10.7	23.7	25.2	-16.1	1.1	16.4	-10.9	-1.1	5.0
Cc1cc(C)cc(-n2ncc3c2CCCC3NC(=O)CN2CCCCC2=O)c1 (configuration not stated)	2.0	1.0	15.9	-7.5	-6.5	15.9	-8.8	0.0	17.4
Cc1ccccc1OCC(=O)Nc1nc2ccccc2[nH]1	8.6	3.0	5.4	2.2	2.2	-2.6	1.1	-1.8	5.7
CCOC(=O)CSc1nc2cccnc2n1C	7.6	0.9	4.7	-0.5	-1.5	3.1	0.6	-0.4	11.0
COc1cc(C(=O)OCC(=O)NC2CC2)ccc1OCCC(C)C	6.7	1.5	0.6	-3.4	1.7	-0.6	7.6	-2.0	-3.2
COc1ccc(NC(=O)c2cc(-c3ccco3)on2)cc1	3.1	0.6	8.5	1.0	-1.6	1.2	-7.1	3.2	11.0
COCCN(Cc1cc2cc3c(cc2nc1Cl)OCO3)C(C)=O	11.0	0.3	-1.8	-1.5	-0.9	5.7	-2.6	0.5	-6.9
CCOC(=O)c1ccccc1NC1OC(=O)c2ccccc21 (configuration not stated)	5.3	0.2	-3.8	12.5	1.4	-3.0	8.2	2.0	7.9
COc1ccc(C(CNC(=O)c2cccc(NS(=O)(=O)c3ccc(Br)cc3)c2)N(C)C)cc1 (configuration not stated)	8.4	11.3	8.7	-9.6	-7.0	-12.9	5.2	2.5	-28.0
CC(=O)c1ccc(Nc2c3c(nc4ccccc24)CCCC3)cc1	-5.8	1.1	0.4	-0.1	-18.9	-4.3	-15.0	-1.7	1.1
O=C(O)C1Oc2cc3ccccc3cc2O1	9.0	1.6	2.5	2.1	-0.9	-3.5	1.3	-0.1	4.3
CCOc1ccc(CC(=O)Nc2c(C(N)=O)oc3ccccc23)cc1OCC	-0.1	2.1	0.8	2.8	-2.0	2.9	2.6	-1.5	7.6
CC(NC(=O)c1ccco1)C(c1cccs1)N1CCN(c2ccccc2F)CC1 (configuration not stated)	18.8	2.5	9.5	-7.6	-1.0	2.4	0.9	-1.1	16.4
COc1cccc(NC(=O)CNCc2ccccc2)c1	11.7	2.2	8.3	1.9	-4.4	-3.6	6.4	-0.6	-2.1
COc1ccc(CNC(=O)c2cc3c(s2)CS(=O)C3)cc1 (configuration not stated)	1.6	0.4	-3.2	0.9	-1.3	-7.2	2.7	-1.5	10.4
COc1cccc(CNC(=O)CCNC(=O)c2ccco2)c1	12.1	1.2	-1.4	1.9	2.7	-2.7	18.4	-0.3	-5.1
O=C(C[n+]1ccc(-c2nnc3n2CCC3)cc1)c1ccc(Cl)c(Cl)c1	4.4	0.3	11.8	-4.5	-3.2	-5.3	8.1	3.0	4.3
CCOC(=O)C1=C(O)/C(=C/N(C)C)N=C1C	7.8	0.8	-0.3	6.2	-2.2	4.2	22.1	8.9	13.7
CCc1cc(=O)oc2c3c(cc(OCC(=O)NCCC(=O)O)c12)OC(C)(C)CC3	21.0	-0.1	1.9	3.3	-3.0	-5.0	0.1	-0.6	0.4
COc1ccc(/C=N/NC(=O)CCc2n[nH]c(=O)[nH]c2=O)cc1OC	1.1	0.2	4.3	-3.3	-1.7	11.5	-3.5	-2.3	6.9
O=C(O)c1cc([N+](=O)[O-])c(NCc2cccnc2)c([N+](=O)[O-])c1	6.6	0.4	-5.6	-7.4	-0.2	-3.9	1.6	-1.6	17.1
CCOC(=O)c1sc(NC(=O)Cc2c(F)cccc2Cl)nc1C	-3.5	0.3	8.2	0.6	3.7	-8.2	2.3	-2.7	-10.1
COc1ccc(N2CC(C)Cn3c2nc2c3c(=O)n(Cc3ccc(F)cc3)c(=O)n2C)c(OC)c1 (configuration not stated)	6.3	0.0	-3.1	5.4	-2.2	7.7	7.4	-1.8	-20.0
C=CCOC(=O)/C(=C\c1ccccc1)NC(=O)c1ccco1	1.2	0.4	-4.6	1.0	4.2	1.5	2.6	-1.1	4.2
Oc1ccc(Cl)cc1-c1cc(-c2ccccc2Cl)[nH]n1	3.2	1.6	-0.8	-4.2	-1.1	1.6	0.4	3.7	-7.9
COc1ccc(-c2csc(NC(=O)C3=COCCO3)n2)cc1OC	1.0	3.0	11.5	-3.3	2.0	-4.4	-0.6	-4.3	5.7
Cc1ccc(C(=O)NCc2ccccc2CN2CCCC2)cc1S(=O)(=O)N1CCOCC1	-1.9	0.8	-1.0	2.7	-6.7	-3.9	0.0	0.3	0.8
CC(=O)Nc1ccc(NC(=O)CSc2ccc3nnc(CCNS(=O)(=O)c4ccc(C)cc4)n3n2)cc1	12.6	0.6	6.9	-1.0	-3.2	-4.9	4.3	0.1	13.1
Cn1c(=O)c2cc(NC(=O)NCc3ccc(Cl)cc3Cl)ccc2n1Cc1ccccc1	2.5	0.4	-1.6	-1.9	-1.4	1.4	3.2	x	x
O=S1(=O)CCS(=O)(=O)C1c1ccccc1	19.3	0.5	-8.0	20.2*	7.8	16.2	-1.1	2.2	-6.5
Cc1nn(-c2ccccc2)c2nc(-c3cccs3)cc(C(=O)NN)c12	11.4	0.4	5.2	3.1	-0.5	0.0	-5.2	-1.2	-14.0
CCCCn1c(=O)nc2n(-c3ccc(OC)cc3)c3ccccc3cc-2c1=O	16.8	0.6	1.9	7.1	-0.5	-4.2	14.7	-1.9	21.1
CCc1nc2ccc(C(=O)Nc3nnc(C)s3)cc2nc1CC	3.7	0.6	0.2	-4.7	-2.9	5.2	-6.6	-3.1	-117.7
CCCCCCCCCC(=O)OCC(O)CO (configuration not stated)	8.1	1.9	-6.4	4.8	0.5	-8.4	6.4	1.1	8.5
Cc1cc(-c2ccccc2)nc(Oc2ccc(C(C)(C)C)cc2)c1S(C)(=O)=O	12.4	-0.1	26.0	4.5	-2.5	2.6	-2.7	1.1	-14.4
O=C(c1ccc(F)cc1)N1CCN(C2=NS(=O)(=O)c3ccccc32)CC1	20.7	0.5	0.8	7.6	-2.8	-9.3	0.2	0.3	-0.8
Cc1ccc(N/C=C(/C#N)c2ccsc2)cc1C	4.5	-1.7	-4.8	2.3	-4.9	-13.4	9.8	1.2	-22.6
O=S(=O)(Nn1cnnc1)c1ccc(F)cc1	4.1	1.8	13.0	16.2	3.7	-4.2	12.7	2.3	-9.7
O=C1/C(=C/C=C/c2ccccc2)Oc2c1ccc(O)c2CN1CCN(CCO)CC1	7.3	2.9	9.7	-1.5	-1.7	5.2	9.5	17.9	-13.8
CCOC(=O)c1cnc2ccccc2c1Nc1cc(C(=O)O)ccc1C	4.9	-0.3	-3.6	1.1	-1.2	6.7	1.1	3.1	-10.0
O=C(NCCS(=O)(=O)N1CCN(c2ccccc2)CC1)C12CC3CC(CC(C3)C1)C2	-1.2	14.2	-5.8	-6.2	1.0	-25.5	2.5	-2.1	-17.2
CCCCCCCCOC(=O)CCc1c(C)[nH]c(=S)[nH]c1=O	10.5	-0.1	-0.2	-5.3	0.5	4.9	0.6	-2.2	14.2
CC(=O)Nc1ccc(OCCOc2ccc([N+](=O)[O-])cc2)cc1	2.5	5.5	2.9	-5.8	1.1	0.3	-2.0	-1.7	1.5

Some of the entries so far, with the structure last.
CHRM1 PAM | CHRM4 agonist | M5 antag | CHRM5 PAM | CHRM5 agonist | M4 antag | CHRM4 PAM | CRFR2-BP ag | CRFR2-BP antag | SMILES
-1.2 | 14.2 | -5.8 | -6.2 | 1.0 | -25.5 | 2.5 | -2.1 | -17.2 | O=C(NCCS(=O)(=O)N1CCN(c2ccccc2)CC1)C12CC3CC(CC(C3)C1)C2
10.5 | -0.1 | -0.2 | -5.3 | 0.5 | 4.9 | 0.6 | -2.2 | 14.2 | CCCCCCCCOC(=O)CCc1c(C)[nH]c(=S)[nH]c1=O
2.5 | 5.5 | 2.9 | -5.8 | 1.1 | 0.3 | -2.0 | -1.7 | 1.5 | CC(=O)Nc1ccc(OCCOc2ccc([N+](=O)[O-])cc2)cc1
